Screening data as filed in PubChem BioAssay.
Htt clearance: clearance of mutant huntingtin inclusions, primary screen, imaging, HeLa Exon1htt(103Q)mCFP, confocal imaging; aggregate imaging; zero = plate's median compound well; inhibition, % at 1.5 µM; 47,000 tested, 0.42% active; AID 853, 2007;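 active = inhibition of aggregate fluorescence above about 70%, also judged a hit by eye on the cell image, limit read from the data, passing the limit was not always enough; inconclusive = no rule stated for this call; inactive = not judged a hit on image review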;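 note: cells exposed to compound for three days before fixation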
Htt clearance grain fraction: second read-out of Htt clearance, no call of its own (marks repeat the call); fraction fluorescence in grains; measured here: aggregate grain fluorescence fraction; stronger effect = lower value;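 scaled fraction of total cell fluorescence in grains with unit not stated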
* hit, by the source's call; ? = inconclusive; · = not tested or not shown.

item	Compound	Htt clearance	Htt clearance grain fraction
1	CCC(c1nnnn1Cc1ccccc1)N(Cc1cc2cc(OC)ccc2[nH]c1=O)CC1CCCO1 (stereo unspecified)	84*	3*
2	CCCC/C(O)=C1\C(=O)CC(C)(C)CC1=Nc1ccc(OC)cc1	-29	51
3	Cn1ncc(Br)c1C(=O)Nc1c(F)c(F)cc(F)c1F	-6	20
4	CC(=O)/C(C(=N)N1CCN(Cc2ccccc2)CC1)=C(\C)O	-88	59
5	CCn1c(SCC(=O)N2CCCC2)nnc1-c1ccc(N)cc1	-3	18
6	COc1cc(C2c3c(n[nH]c3C)C(=O)N2c2ccc(Br)cc2)ccc1O (stereo unspecified)	-4	20
7	CN1CCN(C(=S)Nc2ccccc2Cl)CC1	-18	23
8	COc1ccc2c(c1)S/C(=C\C(=O)c1ccncc1)N2C	-20	24
9	CCCC(=O)c1ccc(N2CCCC2)c(F)c1	-19	23
10	Cc1nn(CCC#N)c(NC(=O)c2ccc(Cl)cc2)c1P(=O)(Nc1ccc([N+](=O)[O-])cc1)N1CCOCC1 (stereo unspecified)	17	17
11	Cc1ccnc2nc(C(=O)OCCOc3ccccc3)nn12	-16	40
12	COc1ccc2nc(NC(=O)c3cccc(S(=O)(=O)N4CCOCC4)c3)sc2c1	29	28
13	CCCCC(OC(=O)c1cc2occc2n1C)C(=O)NCC1CCCO1 (stereo unspecified)	48	21
14	O=C(Nc1ccc(Cl)c(Cl)c1)N1CCC(N2CCCCC2)CC1	-11	23
15	Cc1cc(C)cc(N2CCCn3c2nc2c3c(=O)n(CCN3CCOCC3)c(=O)n2C)c1	-17	24
16	Cc1cc(NS(=O)(=O)c2ccc(NC(=O)COc3ccc(Cl)cc3)cc2)no1	-58	26
17	O=C1CC(c2ccccc2)n2ncnc2N1 (stereo unspecified)	-124	43
18	CC(C)COc1ccc(C(=O)CCN2CCCCC2)cc1	41	21
19	CCc1ccccc1OCCOc1ccc(C)cc1OC	-6	32
20	COc1ccc(NC(=O)C2CCCN2C(=O)NCc2ccccc2)c(OC)c1 (stereo unspecified)	15	36
21	CC1(C)CC(=O)C(C=NCCN2CCN(C(=O)c3ccc(F)cc3)CC2)=C(O)C1	30	14
22	COc1ccc(S(=O)(=O)NC(CC(=O)NCCc2ccc(OC)c(OC)c2)c2ccco2)cc1 (stereo unspecified)	9	33
23	COC(=O)c1cc(NC(=O)CSc2nnc(CN3CCOCC3)n2C)ccc1Cl	46	11
24	CC(C)Sc1nc2c(c(=O)[nH]1)C(c1cccs1)C1=C(CC(C)(C)CC1=O)N2 (stereo unspecified)	16	34
25	CCOc1ccc2c(C)c(C(=O)O)oc2c1OCC	-50	30
26	Cc1cc(C(=O)OCC(=O)c2c(N)n(C)c(=O)n(C)c2=O)c(C)o1	14	30
27	COc1cc2c(cc1OC)-c1cc(NC3CCCCCCC3)nc(=O)n1CC2	-1	38
28	CCCN1CCN(C(=O)CN2C(=O)CC(C)(C)S(=O)(=O)c3ccccc32)CC1	-10	41
29	CS(=O)(=O)N(CC(=O)Nc1cccnc1)c1ccc2c(c1)OCO2	-21	23
30	Cc1c(Cl)cccc1NC(=O)C1NC(=O)CC1c1ccccc1 (stereo unspecified)	21	41
31	CCOC(=O)c1cc2ccccc2n1CCN(CC)CC	35	10
32	N#CCSc1nccc(-c2cc(Cl)sc2Cl)n1	-41	30
33	Cc1nc2c(-c3ccccc3)c(C)nn2c(C)c1CCC(=O)N1CCOCC1	-22	45
34	O=C(c1ccco1)N1CCN(C(c2ccccc2)c2nnnn2C2CCCC2)CC1 (stereo unspecified)	8	18
35	COc1ccc(CNC(=O)c2cc3c(=O)n4ccccc4nc3n(Cc3cccnc3)c2=N)cc1	18	35
36	COc1ccc(Cl)cc1N1C(=O)[C@@H]2C(c3cccc(OC)c3OC)=NO[C@@H]2C1=O	7	31
37	CS(=O)(=O)Nc1ccccc1C(=O)N1CCCC1	-27	30
38	O=C(CCl)NNc1cccc(Cl)n1	31	15
39	O=C(Oc1ccc2c(=O)c(Cl)coc2c1)c1cccnc1	-19	47
40	Cc1ccc(S(=O)(=O)N(CC(O)CN2CCOCC2)c2cc(Cl)ccc2Cl)cc1 (stereo unspecified)	10	19
41	COc1cc(-c2nnc(COc3ccc(Cl)cc3C)o2)cc(OC)c1OC	24	29
42	CCOC(=O)C1CCc2nc3ccccc3c(=O)n21 (stereo unspecified)	-25	25
43	Cc1occc1C(=O)NC(C)CCc1ccccc1 (stereo unspecified)	3	20
44	CCOc1ccc(Br)cc1S(=O)(=O)N1CCCC1	23	14
45	O=C(NCCN1CCOCC1)c1c(F)c(F)c(F)c(F)c1F	34	12
46	OC(Cc1nc2ccccc2[nH]1)c1ccccc1Cl (stereo unspecified)	12	31
47	O=C(O)CCCCCN1C(=O)CCC1=O	-11	48
48	Cc1nonc1NC(=O)CSc1nnc(-c2ccoc2C)n1C	7	19
49	N/C(=N\OS(=O)(=O)c1cc(Cl)ccc1Cl)c1ccncc1	-8	25
50	CCCCCOc1ccc(NC(=O)CCCC(=O)O)cc1	0	33
51	O=c1cc(O)c2c(=O)n(-c3ccccc3)c3ccccc3c2o1	42	25
52	COc1ccccc1N1CCN(CC(=O)c2ccc3ccn(C(C)=O)c3c2)CC1	-38	67
53	COC(=O)c1nn(-c2ccc3c(c2)CCN3C(C)=O)cc1O	-9	44
54	O=C(NCCCN1CCCCCC1)c1ccc(CS(=O)(=O)Cc2ccccc2F)o1	-28	28
55	Cc1ccccc1Cn1ccc(NC(=O)c2nc3ncccn3n2)n1	12	17
56	O=C(O)CN(Cc1ccccc1)S(=O)(=O)c1ccc(F)cc1	-93	33

New compounds follow:
item	Compound	Htt clearance	Htt clearance grain fraction
57	Cc1ccccc1-c1coc2cc(O)ccc2c1=O	9	20
58	CC(=O)OCCN(Cc1ccccc1)Cc1ccc2c(c1)OCO2	11	18
59	CC(NC(=O)C1CC2CCCC(C1)C2=O)c1ccccc1 (stereo unspecified)	-11	20
60	Cc1cc(C)n2c(SCc3ccccc3Cl)nnc2n1	-51	35
61	O=C(NCc1ccc(Cl)cc1)c1cc2ccccn2n1	1	36
62	CC(=O)Nc1ccc(S(=O)(=O)N2CCN(C34CC5CC(CC(C5)C3)C4)CC2)cc1	6	38
63	Cc1oc(-c2ccccc2)cc1C(=O)Nc1cccc(C(=O)O)c1	1	16
64	O=c1[nH]c(=O)n(Cc2ccco2)c2c1C(C(F)(F)F)(C(F)(F)F)N=C(CCc1ccccc1)N2	-16	44
65	CCOc1ccc(C(=O)N2CCc3cc(OC)c(OC)cc3C2)cc1OCC	-4	40
66	CCNc1nc(CC)nc2c1oc1ccccc12	5	33
67	Cc1ccc(NC(=O)OCc2cn(-c3ccc(Cl)cc3)nn2)cc1	-7	22
68	O=C(Cc1ccc(Cl)cc1)Nc1cccc(-c2nnc(-c3ccco3)o2)c1	1	36
69	COc1ccccc1-n1cnc2cc(C(=O)NCC3CCCO3)ccc21 (stereo unspecified)	-22	47
70	COc1ccccc1NC(=O)CN1CCN(C(=O)c2ccco2)CC1	7	18
71	O=C(c1ccco1)N1CCN(C(=O)C2CCN(S(=O)(=O)Cc3ccccc3)CC2)CC1	20	28
72	Cc1c(Cl)c(C(F)(F)F)nn1CC(=O)NCc1ccccc1	7	20
73	O=c1[nH]c2ccc(Br)cc2c(-c2ccccc2)c1N1CCOCC1	?	·
74	CCCC1(c2ccccc2)NC(=O)N(CC(=O)c2[nH]c(C)c(C(=O)OCC)c2C)C1=O (stereo unspecified)	-43	30
75	CCOC(=O)c1ccccc1NC(=O)C1COc2ccccc2O1 (stereo unspecified)	-87	33
76	O=C(CSc1nnc2c(n1)[nH]c1ccccc12)OCc1ccccc1	66	6.1
77	COc1cccc(NC(=O)NCCCN2CCN(c3ccc(F)cc3)CC2)c1	33	13
78	c1ccc(N(c2ccccc2)c2nc(N3CCCC3)nc(-n3ccnc3)n2)cc1	-55	53
79	O=C(CSc1nnnn1-c1ccccc1)N1CCN(C(=O)c2ccco2)CC1	-18	35
80	CC(=O)Oc1ccccc1N1C(=O)c2ccc(C(=O)O)cc2C1=O	37	23

Continuation:
| # | molecule | Htt clearance | Htt clearance grain fraction |
| --- | --- | --- | --- |
| 81 | S=c1oc(-c2ccncc2)nn1CCc1ccncc1 | 15 | 15 |
| 82 | Oc1ccc(CN2CCCCC2)c2cccnc12 | -417 | 92 |
| 83 | CCNC(=O)NC(C(=O)OC)C12CC3CC(CC(C3)C1)C2 (stereo unspecified) | 41 | 11 |
| 84 | C/C(Cl)=C\CNC(C)c1ccccc1 (stereo unspecified) | 7 | 34 |
| 85 | O=C1CC(=O)N(CCc2ccc(F)cc2)C(=O)N1 | 40 | 21 |
| 86 | Cc1c(C(=O)NC(C)C)oc2c1-c1[nH]ncc1CC2 | 3 | 37 |
| 87 | O=C(COC(=O)c1ccccn1)Nc1nccs1 | -38 | 53 |
| 88 | O=c1cc(O)c2c(=O)[nH]c(=O)n(-c3ccccc3)c2[nH]1 | -1 | 34 |
| 89 | Cc1cc(Cl)ccc1NC(=O)CSc1nnc(-c2ccncc2)n1Cc1ccco1 | 65 | 15 |
| 90 | O=C(CN(Cc1ccco1)C(=O)CCC(=O)Nc1nccs1)NCc1ccccc1 | 21 | 15 |
| 91 | CCCCCC(=O)Nc1nc(C)c(-c2csc(Nc3ccccc3OCC)n2)s1 | -6 | 41 |
| 92 | COC(=O)c1c(NC(=O)CSc2nncs2)sc2c1CCCCC2 | -84 | 40 |
| 93 | CCCCCN(C(=O)NC(=O)NCCCC)S(C)(=O)=O | 13 | 25 |
| 94 | COc1ccc(/C(C)=N/NC(=O)c2nc(C)cc(C)n2)cc1 | -25 | 23 |
| 95 | O=C(COc1ccc2c(c1)OCO2)Nc1ccc2c(c1)oc1ccccc12 | 33 | 12 |
| 96 | CCOC(=O)N1CCC(NC(=O)c2cc3cc4cc(OC)ccc4nc3o2)CC1 | -26 | 50 |
| 97 | CN(C)CCNC(=O)NC1CCCCC1 | -14 | 45 |
| 98 | CCOC(=O)c1sc(NC(=O)CSc2nc(C)cc(C)n2)c(C#N)c1C | -20 | 45 |
| 99 | COc1ccccc1C(=O)Oc1ccc(N2C(=O)CCC2=O)cc1 | 34 | 12 |
| 100 | O=C(CSc1ccc2nnc(-c3ccccn3)n2n1)NCC1CCCO1 (stereo unspecified) | -10 | 37 |
| 101 | Cc1ccc(C(=O)c2c[nH]c(C(=O)NCCCN3CCOCC3)c2)cc1 | 13 | 34 |
| 102 | CNc1ccc(C(O)(C(F)(F)F)C(F)(F)F)cc1C(O)(C(F)(F)F)C(F)(F)F | 7 | 18 |
| 103 | NC(=O)CSc1nnc(-c2cc3ccccc3o2)n1Cc1ccccc1 | 21 | 15 |
| 104 | CCOc1ccc(-n2c3nc4ccccc4nc3c3c(=O)n(Cc4ccco4)cnc32)cc1 | -7 | 20 |
| 105 | Oc1ccc(C(=S)N2CCCCC2)cc1 | -48 | 29 |
| 106 | COc1ccc(NC(=O)CCNC(=O)Cn2cnc3ccccc3c2=O)c(OC)c1 | -39 | 46 |
| 107 | CCOc1ccc(-c2[nH]ncc2Oc2ccccc2OCC)c(O)c1 | 30 | 30 |
| 108 | CCNc1nc(NCC)nc(SCCOC(=O)c2ccccc2)n1 | 10 | 17 |
| 109 | O=C(Nc1ccccc1)C(Cc1cccs1)c1nn[nH]n1 (stereo unspecified) | 2 | 37 |
| 110 | COc1ccc(N2CCN(c3nc(NCCc4ccc(OC)c(OC)c4)nc(OC)n3)CC2)cc1 | -32 | 26 |
| 111 | CCNc1nc2nonc2nc1NCC | -42 | 49 |
| 112 | C=CCn1c(SCc2ccccc2C#N)nnc1-c1ccccc1O | 10 | 33 |
| 113 | COc1ccc(S(=O)(=O)NCCC(=O)NCc2cccs2)cc1 | 18 | 30 |
| 114 | O=C(CN1CCN(S(=O)(=O)c2ccc(Cl)cc2)CC1)Nc1ccc2c(c1)OCCO2 | -55 | 31 |
| 115 | CC(=O)C1=C(O)C(=O)N(CCCCCC(=O)O)C1c1ccc(N(C)C)cc1 (stereo unspecified) | -6 | 36 |
| 116 | CCOC(=O)N1CCN(S(=O)(=O)/C=C/c2ccccc2)CC1 | 32 | 25 |
| 117 | O=C(NCc1ccncc1)c1nnc(Cc2c(F)cccc2Cl)o1 | 29 | 26 |
| 118 | CC(=O)Nc1ccc2c(c1)nc(CCN1CCOCC1)n2C | -60 | 62 |
| 119 | CCc1nc2scc(-c3cccs3)c2c(=O)o1 | -5 | 20 |
| 120 | O=C(CN1C(=O)c2ccccc2C1=O)Nc1ccccc1C(=O)N1CCCC1 | -30 | 26 |
| 121 | COc1cc(CNc2ccc3[nH]c(=O)[nH]c3c2)cc(Br)c1OCC(=O)NC(C)(C)C | -25 | 29 |
| 122 | CC(=O)Nc1ccc(N=Cc2nc(-c3ccc(C)cc3)oc2O)cc1 | 13 | 16 |
| 123 | COc1ccc(N(CC(=O)NC2CCCCC2)S(=O)(=O)c2cccnc2)cc1 | 11 | 30 |
| 124 | O=C(NCc1ccco1)c1sc2cc(Cl)ccc2c1Cl | 56 | 7.7 |
| 125 | Cc1ccccc1OCC(=O)Nc1ccc2c(c1)OCO2 | -22 | 43 |
| 126 | COC(=O)c1[nH]c2c(c1C)C(=O)CC(c1ccccc1)C2 (stereo unspecified) | -56 | 31 |
| 127 | CC(=O)Nc1ccc(S(=O)(=O)NC2(C(F)(F)F)NC(=O)N(C3CCCC3)C2=O)cc1 (stereo unspecified) | -8 | 22 |
| 128 | CCOc1ccc(Oc2nc(NCC(C)C)nc(N(C)C)n2)nn1 | -12 | 19 |
| 129 | O=C(c1ccc(COc2c(F)c(F)c(F)c(F)c2F)o1)N1CCOCC1 | 14 | 16 |
| 130 | CCOC(=O)C1(C(C)(C)CC)CC(CSc2nc3ccccc3[nH]2)OC1=O (stereo unspecified) | -50 | 28 |

Some of the compounds tested (hit frequency here may not be typical).
